High-throughput results from PubChem BioAssay.
All columns: NCI-60 one-dose screen, growth in % after 48 h at 10 µM unless noted; 100 = growth as untreated, 0 = no growth, -100 = all killed.
HOP-62 – HOP-62 NSCLC; hit rate 3.9% among 80,000; AID 1794735
K-562 – K-562 leukemia; hit rate 7.4% among 78,000; AID 1794777
SR – SR leukemia cells | AID 1794780 | hit rate 8.7% among 73,000
MDA-MB-468 – MDA-MB-468 breast cancer; AID 2202374; hit rate 8.5% among 78,000
MDA-MB-435 – MDA-MB-435 melanoma; hit rate 7.8% among 82,000
RPMI-8226 – RPMI-8226 leukemia cells; hit rate 7.5% among 77,000; AID 1794781
MOLT-4 – MOLT-4 leukemia cells; hit rate 6.9% among 80,000
CCRF-CEM – CCRF-CEM leukemia; hit rate 7% among 77,000; AID 1794778
* hit, by the source's call; · = no result given. Rule for the calls: active = growth percent below 10; inactive = the rest.

item | SMILES | HOP-62 | K-562 | SR | MDA-MB-468 | MDA-MB-435 | RPMI-8226 | MOLT-4 | CCRF-CEM
1 | CS(=O)(=O)c1ccc(-c2[nH]c3ccccc3c2/C=N/O)cc1 | 82 | 84 | · | 87 | 100 | 88 | 86 | 90
2 | Cc1ccc(C)c(S(=O)(=O)N2CCN(S(=O)(=O)c3cc(C)ccc3C)CC2)c1 | 92 | 103 | 88 | 119 | 108 | 90 | 80 | 95
3 | O=C(Nc1ccccc1)C1CNCCS1 (centres undefined) | 96 | 100 | 100 | 106 | 103 | 111 | 103 | 105
4 | CCn1c(Sc2nnc(NC(=O)CCSC(=S)N3CCCC3)s2)nc2c1c(=O)n(C)c(=O)n2C | 106 | 108 | 95 | 90 | 103 | 102 | 102 | 102
5 | CCCCCS(=O)(=O)CCCCC | 104 | 94 | 89 | 108 | 104 | 100 | 94 | ·
6 | CN(C)CCc1c[nH]c2ccc(C[C@H]3COC(=O)N3)cc12 | 115 | · | 94 | 111 | 110 | · | 109 | 105
7 | CC(=O)N1N=C(c2ccc3c(c2)OCO3)CC1c1ccc(F)cc1 (centres undefined) | 94 | 89 | 87 | 91 | 95 | · | 88 | 83
8 | O=[N+]([O-])c1ccc(OCc2ccccc2)c([N+](=O)[O-])c1 | 103 | 81 | 83 | 99 | 96 | 87 | 79 | ·
9 | CC(O)CCC(C)[N+](=O)[O-] (centres undefined) | 95 | 100 | 96 | 107 | · | 101 | 102 | 102
10 | O=C1c2cccc3cccc(c23)C(=O)N1CCCN[C@H]1CCC[C@@H]1NCCCN1C(=O)c2cccc3cccc(c23)C1=O | 93 | 99 | 83 | 93 | 102 | 97 | 87 | 101
11 | CN(C)CCCn1c2c(c3ncccc3c1=O)C(=O)c1ccccc1-2 | 52 | 25 | 15 | 32 | 64 | 38 | 17 | 50
12 | COc1cc(OCc2cccc(-c3ccc(C(O)c4nccs4)cc3)c2C)cc(OC)c1CNCCNC(C)=O (centres undefined) | 108 | 77 | 86 | 92 | 98 | · | 95 | 92
13 | Clc1ccc(SCc2cccc3ccccc23)cc1 | · | 96 | 106 | 109 | 103 | 82 | 90 | 84
14 | Cc1ccc(C23CCC(=O)N2CCc2cncn23)cc1 (centres undefined) | 95 | 112 | 126 | 85 | 101 | 100 | 104 | 95
15 | CN(C)CCOc1ccc(Nc2nccc(NCc3ccco3)n2)cc1 | 92 | 48 | 73 | · | 93 | 78 | 75 | 80
16 | Cn1c(=O)c2[nH]c(N3CCCCC3)nc2n(C)c1=O | 91 | 88 | · | 93 | 112 | 118 | 100 | 96
17 | COc1ccc2c(c1)-c1c(c3cc(OC)ccc3n(CCN(C)C)c1=O)C2=O | 15 | 19 | -12* | 46 | 22 | -15* | 1.5* | 3.8*
18 | COC(=O)c1cc2c(C)cc(C)nc2[nH]1 | 98 | 93 | 95 | 104 | 97 | 95 | 98 | 101
19 | Cc1c(C(=O)NNC(=O)Nc2ccc(Cl)cc2)nnn1-c1ccc(Br)cc1 | 97 | 92 | 90 | 91 | 100 | 99 | 83 | 89
20 | N#C/C(=C/c1ccccc1)c1ccccc1 | 113 | 105 | 100 | 119 | 113 | 100 | 97 | 97
21 | NC1CC2CCC1C2 (centres undefined) | 104 | 94 | 85 | 100 | 105 | 101 | 97 | 104
22 | COc1cc(OCc2cccc(-c3ccc4c(c3)OCCO4)c2C)cc(OC)c1CN[C@@H](CO)C(=O)O | 97 | 107 | 103 | 93 | 99 | 118 | 101 | 110
23 | Cc1ccc(/C=C(/NC(=O)c2ccccc2)C(=O)Nc2ccc(S(N)(=O)=O)cc2)cc1 | 114 | 95 | 85 | 111 | 93 | 107 | 81 | 102
24 | NCC(=O)NCC(=O)OCc1ccccc1 | 104 | 111 | 102 | 90 | 103 | 103 | 95 | 112
25 | O=C(c1ccccc1)N1N=C(c2ccc(-n3ccc(C(F)(F)F)n3)c(F)c2)CC1c1ccc[nH]1 (centres undefined) | 122 | 97 | 104 | 108 | 102 | 101 | 99 | 105

Laid out differently: six of the compounds above
Values run as follows: HOP-62 | K-562 | SR | MDA-MB-468 | MDA-MB-435 | RPMI-8226 | MOLT-4 | CCRF-CEM
(8) O=[N+]([O-])c1ccc(OCc2ccccc2)c([N+](=O)[O-])c1
    103 | 81 | 83 | 99 | 96 | 87 | 79 | ·
(9) CC(O)CCC(C)[N+](=O)[O-] (centres undefined)
    95 | 100 | 96 | 107 | · | 101 | 102 | 102
(10) O=C1c2cccc3cccc(c23)C(=O)N1CCCN[C@H]1CCC[C@@H]1NCCCN1C(=O)c2cccc3cccc(c23)C1=O
    93 | 99 | 83 | 93 | 102 | 97 | 87 | 101
(11) CN(C)CCCn1c2c(c3ncccc3c1=O)C(=O)c1ccccc1-2
    52 | 25 | 15 | 32 | 64 | 38 | 17 | 50
(12) COc1cc(OCc2cccc(-c3ccc(C(O)c4nccs4)cc3)c2C)cc(OC)c1CNCCNC(C)=O (centres undefined)
    108 | 77 | 86 | 92 | 98 | · | 95 | 92
(13) Clc1ccc(SCc2cccc3ccccc23)cc1
    · | 96 | 106 | 109 | 103 | 82 | 90 | 84

Next part.
item | SMILES | HOP-62 | K-562 | SR | MDA-MB-468 | MDA-MB-435 | RPMI-8226 | MOLT-4 | CCRF-CEM
26 | CCC(C)(c1ccc(O)c(C)c1)c1ccc(O)c(C)c1 | 84 | 106 | 113 | 70 | 79 | 84 | 130 | 89
27 | Nc1ccccc1-c1n[nH]c(=O)[nH]c1=O | 112 | 107 | · | 135 | 100 | 105 | 106 | ·
28 | CCOC(=O)c1c(Cc2[nH]c(C=O)c(C)c2OC(=O)CC)[nH]c(C=O)c1C | 85 | 79 | 80 | 77 | 92 | 71 | 71 | 102
29 | CCCCCCCSc1ccc(C(=O)CCN2CCN(C)CC2)cc1 | 100 | 96 | 85 | 91 | · | · | 97 | 84
30 | CCN(CC)CCCNc1cc(OC)cc2ccc(OC)nc12 | 99 | 91 | 110 | 53 | 104 | 95 | 105 | 109
31 | Cc1ccc2[nH]c(-c3ccc(S(C)(=O)=O)cc3)c(/C=N/N=C(N)N)c2c1 | 58 | 26 | 24 | 81 | -22* | 39 | 42 | 37
32 | Nc1c(C2CCCCC2)c(=O)on1C(=O)c1ccccc1 | 115 | 118 | 122 | 113 | 109 | 109 | 110 | 116
33 | CC(=O)N(N=O)c1c(Br)cc(C)cc1Br | 111 | 98 | 90 | 103 | 102 | 104 | 97 | 96
34 | O=C1CCC(N2C(=O)c3cccc(NCCCCCC(=O)N4CCN(c5ccc6nc7c(nc6c5C(F)(F)F)C(=O)c5ncccc5C7=O)CC4)c3C2=O)C(=O)N1 (centres undefined) | -74* | -1.0* | 8.9* | -50* | -80* | -0.2* | -26* | -23*
35 | Cc1ncc(N)nc1C | · | 107 | 102 | 82 | 101 | 108 | 113 | 108
36 | Nc1[nH]c(=O)[nH]c(=O)c1-c1c(-c2ccc3c(c2)OCO3)[nH]c2[nH]c(=O)[nH]c(=O)c12 | 117 | 115 | 97 | 95 | 99 | 100 | 108 | ·
37 | O=C(Cc1ccccc1)c1ccc(O)c(Cl)c1 | 70 | 21 | 10 | -1.2* | 41 | -6.8* | 23 | -27*
38 | Cc1ccc2c3c(c(=O)[nH]c2c1)C(c1ccc(Cl)cc1)c1c(ncn2nc(-c4ccco4)nc12)O3 (centres undefined) | 98 | 101 | 101 | 99 | 99 | 86 | 106 | 98
39 | CCCn1cc(/C=N\N=C2\C(=O)Nc3c(F)cccc32)c2ccccc21 | 93 | 35 | 24 | 77 | 89 | 62 | 48 | 34
40 | COc1ccccc1/C=N/NC(=O)O | 77 | 91 | 97 | 101 | 102 | 97 | 93 | 83
41 | CCCCCCCOc1cccc(/C=C2/C(=O)N=C3SCCCN32)c1 | 86 | 37 | 48 | 57 | 56 | 41 | 50 | 60
42 | CCCCC(O)CCC (centres undefined) | 107 | 104 | 104 | 99 | 100 | 98 | 102 | ·
43 | S=c1[nH]nc(CSc2ncnc3c2c(-c2ccccc2)c(-c2ccccc2)n3-c2cccc(Cl)c2)o1 | 69 | 94 | 97 | 112 | 103 | 100 | 92 | 100
44 | c1ccc(C(=C(c2ccc(-c3ccccc3)cc2)c2ccc(-c3ccccc3)cc2)c2ccccc2)cc1 | 98 | 86 | 84 | 123 | 110 | · | 82 | 90
45 | Cc1ccc(C(=O)CSc2nnc3sc(Nc4cccc(Cl)c4)nn23)cc1 | 100 | 92 | 61 | 92 | 108 | 110 | 91 | 71
46 | CCCCOC(C)OC(CC)c1ccc2c(c1)OCO2 (centres undefined) | 102 | 104 | 102 | 97 | 110 | 107 | 109 | 117
47 | Cc1ccc(-c2cc(-c3cc4ccccc4nc3Cl)[nH]c(=S)n2)cc1 | 90 | 19 | · | 12 | -1.8* | 65 | 18 | 33
48 | OC(c1ccccc1)c1nnc(SCc2ccccc2)n1Cc1ccccc1 (centres undefined) | 92 | 84 | 43 | 89 | 98 | 72 | 100 | 75
49 | Oc1ccc(/C=N/Nc2c3ccccc3nc3ccccc23)cc1 | 104 | 90 | 103 | 74 | 97 | 87 | 94 | 83
50 | COc1cc(C(=O)/C=C/c2cn(-c3ccccc3)nc2-c2cccc(Nc3ccnc4cc(Cl)ccc34)c2)cc(OC)c1OC | 78 | 59 | 3.5* | 72 | 67 | 47 | 63 | 21

item | SMILES | HOP-62 | K-562 | SR | MDA-MB-468 | MDA-MB-435 | RPMI-8226 | MOLT-4 | CCRF-CEM
51 | Clc1cnc(OC2CCC2)nc1-n1cnc2ccccc21 | 68 | 103 | 91 | 92 | 105 | 86 | 75 | 110
52 | CSc1ccc(CCNc2nc(N)nn2S(=O)(=O)c2ccc(NC(C)=O)cc2)cc1 | 118 | 110 | 92 | 90 | 108 | 86 | 88 | 87
53 | CCCCCCCCCCCCNC(=O)N1C(=O)CCN1C | 92 | 76 | 80 | 84 | 104 | 82 | 83 | 89
54 | Cc1ccc(-c2c(C#N)c(N)nc3c2CCCC3C)cc1 (centres undefined) | 91 | 65 | 93 | 93 | 123 | 77 | 102 | 95
55 | CC(C)c1ccc2c(c1)C(C)(C)CCC2(C)C | 93 | 101 | 102 | 116 | 110 | · | 91 | 105
56 | O=C1Nc2cc(C(=O)N3CCOCC3)ccc2N2CCC[C@@H]12 | 92 | 106 | 101 | 112 | 103 | 114 | 109 | 114
57 | CN(C)c1ccc(/C=C/C(=O)c2ccc3ncc(C(N)=O)c(Nc4ccc(Cl)cc4)c3c2)cc1 | 91 | 105 | 104 | 95 | 96 | 102 | 100 | 103
58 | Cc1ccc(/C=c2\sc3nc4ccccc4n3c2=O)cc1 | 97 | 101 | 102 | 106 | 97 | 111 | 106 | 107
59 | COC(c1ccccc1)C(Br)C(=O)c1ccccc1 (centres undefined) | · | 94 | 80 | 95 | 96 | 91 | 98 | 70
60 | CC(C)CNCC(=O)Nc1ccc(C(=O)OCC(C)C)cc1 | 91 | 84 | 88 | 102 | 106 | 99 | 75 | 93
61 | CCCCCCCCCCCCCCCCCCOc1cccc(CC(=O)NCC[N+](C)(C)C)c1 | 53 | 75 | 81 | 66 | 89 | 90 | 94 | 54
62 | O=C1CC2C=CCN2C=C1NC(=O)C1CCCCC1 (centres undefined) | 102 | 100 | 103 | 96 | 102 | 107 | 100 | 122
63 | Cc1oc2nc[nH]c(=O)c2c1C(=O)/C=C/c1ccc([N+](=O)[O-])cc1 | 97 | 58 | 41 | 81 | 88 | 72 | 95 | ·
64 | CCOC(=O)NN(C(=O)OCC)N1CCOCC1 | 108 | 106 | 105 | 110 | 100 | 100 | 110 | 92
65 | OC1(c2ccccc2)OC(c2ccccc2)(c2ccccc2)c2ccccc21 (centres undefined) | 101 | 105 | 89 | 85 | 96 | 97 | 97 | 105
66 | CCN1C(=O)CC(SC2CC(=O)N(CC)C2=O)C1=O (centres undefined) | · | 83 | · | · | 104 | · | 72 | 94
67 | C/C=C(\C)C(C(=O)NC1CCCCC1)N(C(=O)C1CCc2cc(F)ccc2O1)c1ccc([N+](=O)[O-])cc1 (centres undefined) | 87 | 81 | 101 | 86 | 88 | 79 | 76 | 97
68 | Cc1cc(CSc2ccc(Cl)cc2)ccc1N | 110 | 100 | 93 | 102 | 104 | 15 | 50 | 3.6*
69 | COc1cc([N+](=O)[O-])ccc1NC(=O)Oc1ccc(NC(C)=O)cc1 | 100 | 108 | 42 | 114 | 105 | 86 | · | 105
70 | O=C(Cn1cc(COc2ncnc3c2cnn3-c2ccccc2)nn1)Nc1cccnc1 | 98 | 94 | 87 | 96 | 100 | 93 | 84 | 69
71 | N#Cc1ccc(-c2ccc(-c3cccs3)s2)cc1F | 74 | 82 | 59 | 35 | 95 | 54 | 71 | ·
72 | COc1ccc(C2CC(c3cccc(Nc4ccncc4)c3)=Nc3c(N)nc(N)nc3N2)cc1 (centres undefined) | 84 | 34 | 53 | 58 | 39 | 83 | 54 | 46
73 | Clc1ccc2nc(CI)c(CI)nc2c1 | 94 | -20* | · | 56 | 24 | -37* | -27* | 4.2*
74 | COc1cc(-c2nn(-c3ccc(C(=O)O)cc3)cc2C(=O)O)ccc1O | 62 | · | 33 | 103 | -5.4* | 88 | 90 | 68
75 | O=C1COCCN1c1ccc(N2C(=O)C(Cl)C2c2cn(Cc3ccc(F)cc3)c3ccccc23)cc1 (centres undefined) | 89 | 101 | 100 | 110 | 109 | · | 105 | 100
76 | Cc1nc(-n2[nH]c(=O)ccc2=O)sc1N=Nc1ccccc1 | 94 | 101 | 105 | 94 | 102 | 100 | 99 | 100

Screen by screen, as entered above.
Entries 66 to 76 in MDA-MB-468: ·, 86, 102, 114, 96, 35, 58, 56, 103, 110, 94
Entries 66 to 76 in MDA-MB-435: 104, 88, 104, 105, 100, 95, 39, 24, -5.4*, 109, 102
Entries 66 to 76 in MOLT-4: 72, 76, 50, ·, 84, 71, 54, -27*, 90, 105, 99
